Assay outcomes deposited in PubChem by several laboratories.
GC-A act: GC-A (human) enzyme activation. AID 1671463. activation, % at 10 µM. 370,000 compounds, 0.14% hits. HEK293 GC-A cells, cGMP TR-FRET, EC30 ANP; 0% at EC30 ANP, 100% saturating ANP; in the data active means activation above about 40%
proKLK7 act: activates the human kallikrein-7 zymogen; 370,000 compounds, 0.9% hits; activation, % at 7 µM; purified proKLK7, EDANS-DABCYL substrate fluorescence; 100% is mature enzyme control, 0% vehicle;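 active means activation above the mean of all tested compounds plus 3 SD, computed per campaign excluding outliers beyond control limits, cut at about 13% in these data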
Target sequence (P49862 whole entry, looked up): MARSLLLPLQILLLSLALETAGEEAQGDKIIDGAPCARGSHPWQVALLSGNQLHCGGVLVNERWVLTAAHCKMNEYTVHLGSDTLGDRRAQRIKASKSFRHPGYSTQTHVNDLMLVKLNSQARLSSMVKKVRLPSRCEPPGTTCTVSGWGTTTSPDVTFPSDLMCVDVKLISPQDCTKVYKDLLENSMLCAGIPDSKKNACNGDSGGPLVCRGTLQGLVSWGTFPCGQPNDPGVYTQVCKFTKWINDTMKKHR
hgDAF12 agonist: activates the H. glycines DAF-12 receptor ligand-binding domain | 370,000 compounds, 1.8% hits | HEK293 GAL4-hgDAF12 UAS-luciferase reporter, agonist luminescence; normalized to butyrate control | activation, % at 6.8 µM;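 active means activation above a cutoff set at the mean of all screened compounds plus 3 SD, cut at about 10% in these data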;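 further: 0% = DMSO wells and 100% = sodium butyrate wells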
FXN GAA850 act: frataxin GAA850 promoter activation; HEK293 lucGAA850 FXN promoter luciferase reporter, 24 h; percent of 10 µM SAHA response; activation, % at 6 µM; 360,000 compounds, 0.56% hits; AID 540364;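 active means activation above the average of all compounds screened plus 3 SD, cutoff fixed separately per campaign, cut at about 7.5% in these data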;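 further: 0% = DMSO wells and 100% = 10 µM SAHA wells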
SMARCA2 act: SMARCA2 function activation, primary screen; MG213 cells, MMTV-luciferase reporter, dexamethasone, overnight; 370,000 compounds, 1% hits; activation, % at 9.1 µM; in the data active means activation above about 7.8%;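 further: 0% = vehicle wells and 100% = reference activator wells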
DAX1 inh-1: inhibits human nuclear receptor DAX1. 340,000 compounds, 0.99% hits. P51843. HEK293 Gal4-DAX1 luciferase reporter, luminescence. AID 504766. inhibition, % at 6.75 µM;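 active means inhibition above the mean over all tested compounds plus 3 SD, cut at about 4.2% in these data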;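 further: 0% = DAX1-transfected cells with DMSO and 100% = empty-vector control cells with DMSO; inhibition shows as a rise in luminescence from relieved DAX1 repression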
Target sequence (P51843 207-470 limits assumed): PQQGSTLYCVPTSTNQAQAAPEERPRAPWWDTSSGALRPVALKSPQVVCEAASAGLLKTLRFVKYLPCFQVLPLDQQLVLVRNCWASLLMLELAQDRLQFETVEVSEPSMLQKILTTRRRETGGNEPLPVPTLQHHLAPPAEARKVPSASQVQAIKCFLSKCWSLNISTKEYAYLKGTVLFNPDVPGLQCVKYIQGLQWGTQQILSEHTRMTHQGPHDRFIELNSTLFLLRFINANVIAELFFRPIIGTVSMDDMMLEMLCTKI
hcDAF12 agonist: activates DAF-12 receptor from parasite H. contortus; 370,000 compounds, 1.4% hits; HEK293 hcDAF-12 lit1-tk-luc reporter, luminescence; 0% DMSO, 100% Δ7-dafachronic acid; activation, % at 6.8 µM;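 active means activation above the mean of all tested compounds plus 3 SD, cut at about 5.5% in these data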;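 further: 100% = response to 3 µM Δ7-dafachronic acid high control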
ssDAF12 agonist: S. stercoralis DAF-12 activation, primary screen. HEK293 ssDAF-12/GRIP1 lit1-tk-luc reporter, luminescence; % of 3 µM dafachronic acid response. activation, % at 6.8 µM. 370,000 compounds, 1% hits. AID 652126;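 active means activation above the mean over all tested compounds plus 3 SD, cut at about 0.9% in these data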;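 further: 0% = DMSO-only wells and 100% = 3 µM delta7-dafachronic acid wells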
DAX1 inh-2: blocks DAX1 repression of SF-1 activated StAR promoter; HEK293T StAR-luciferase reporter, SF-1/DAX-1 repression relief; inhibition, % at 6.8 µM; 370,000 compounds, 1.1% hits; AID 652010;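 active means inhibition above the mean over all tested compounds plus 3 SD, cut at about 3.6% in these data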;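 further: 0% = DAX-1 cells with DMSO and 100% = cells lacking DAX-1 with DMSO; higher inhibition means more luminescence from relief of DAX-1 repression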
NPR2 activator: GC-B (human) receptor activation | P20594 | HEK293-GC-B cells, CNP EC30, cGMP TR-FRET; 0% at EC30 CNP, 100% saturating CNP | activation, % at 10 µM | 370,000 compounds, 0.11% hits;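 active means activation at 10 µM reaching about 35% in either raw or pattern-adjusted values, limit read from the data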
sPLA2-III inh: Blocks human group III sPLA2 activity | inhibition, % at 12.2 µM | 370,000 compounds, 0.56% hits | Q9NZ20 | AID 743126 | QFRET BODIPY PC-A2 liposome hydrolysis, fluorescence;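 active means inhibition above mean plus 3 SD of compounds lying within the high and low control bounds, cut at about 19% in these data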;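 further: 0% = median of test compound wells and 100% = no enzyme DMSO wells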
Target sequence (Q9NZ20 whole entry, looked up): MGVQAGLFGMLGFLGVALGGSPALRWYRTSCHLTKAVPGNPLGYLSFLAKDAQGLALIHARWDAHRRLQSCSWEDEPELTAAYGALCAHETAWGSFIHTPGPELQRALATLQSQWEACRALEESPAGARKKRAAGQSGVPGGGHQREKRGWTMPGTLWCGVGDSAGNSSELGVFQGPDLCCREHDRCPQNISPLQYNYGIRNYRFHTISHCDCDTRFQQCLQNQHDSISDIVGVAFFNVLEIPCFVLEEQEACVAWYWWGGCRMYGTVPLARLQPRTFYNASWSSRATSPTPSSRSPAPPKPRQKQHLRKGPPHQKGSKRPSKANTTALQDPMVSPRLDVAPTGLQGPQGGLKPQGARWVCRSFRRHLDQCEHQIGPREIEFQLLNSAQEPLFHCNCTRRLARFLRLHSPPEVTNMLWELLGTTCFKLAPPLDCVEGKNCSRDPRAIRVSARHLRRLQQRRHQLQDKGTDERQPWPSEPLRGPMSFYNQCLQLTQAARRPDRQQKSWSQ
Starred values were filed as active, the others as inactive; nt = no result given.

SMILES | GC-A act | proKLK7 act | hgDAF12 agonist | FXN GAA850 act | SMARCA2 act | DAX1 inh-1 | hcDAF12 agonist | ssDAF12 agonist | DAX1 inh-2 | NPR2 activator | sPLA2-III inh
COc1ccccc1CNC(=O)[C@H](C)NC(=O)[C@@H]1Cc2ccccc2CN1 | 0 | -0.4 | -0.8 | -1.7 | -4 | -0.7 | 2.7 | -0.9 | 0.1 | -3 | -1
Clc1cccc(-c2ccc(/C=N/n3cnnc3)o2)c1Cl | 2 | 0.4 | -1.8 | 0.7 | 0 | 0.1 | -2.5 | -0.8 | -0.1 | -16 | 5
O=C(NCCc1ccccc1)C1CCCN(c2cnccn2)C1 (stereo unspecified) | -1 | -0.7 | 0.8 | -2.0 | 0 | 0.6 | -2.5 | -0.6 | 0.1 | 2 | 6
c1ccc2c(C[C@@H]3CNCCN3CC3CCCCC3)cccc2c1 | -2 | -0.1 | -0.8 | 1.3 | 0 | 0.0 | 0.9 | -1.4 | -0.7 | -4 | 14
Cc1ccnc(NC(=O)CCC(=O)N(CC(=O)NCc2ccccc2)Cc2ccc(F)cc2)c1 | -5 | -0.3 | 2.0 | -0.4 | 0 | -0.9 | -1.0 | -0.8 | 0.5 | -2 | 3
O=c1c2sc(-c3ccccc3)cc2nc2n1CCC2 | -8 | 0.8 | 13* | 0.2 | 9.9* | -1.2 | 5.8* | 0.9* | 4.3* | -12 | 8
Cc1nn(-c2ccc(F)cc2)c2sc(C(=O)N3CCCCCC3)cc12 | 8 | 0.2 | 3.6 | 0.8 | 1 | -0.2 | -1.2 | -1.2 | -0.2 | 4 | 2
CCCSC1=C(C#N)C2(CCCCC2)C(C#N)=C(N)N1 | -3 | 0.5 | -3.8 | 1.0 | -5 | -1.1 | -1.1 | -2.5 | -0.8 | 3 | -8
N=c1sccn1CC(=O)Nc1cccc(S(N)(=O)=O)c1 | -3 | -0.4 | -1.9 | 2.3 | 0 | 1.5 | 0.8 | -1.6 | 0.3 | 8 | 5
CC(=O)c1ccc(OCCCC(=O)NC2=NCCS2)cc1 | -1 | 0.5 | 0.7 | 0.9 | 2 | 0.7 | -2.1 | -1.5 | 0.9 | -1 | 0
CCOC(=O)c1ccccc1Nc1cc(C)nc2nc(C)nn12 | 3 | 1.1 | 0.8 | -0.3 | 0 | 1.1 | -0.9 | -0.1 | -0.8 | 1 | 2
O=C(CC[C@H]1O[C@@H](n2cnc3c(NC(=O)c4ccccc4)ncnc32)[C@H](O)[C@@H]1O)NCC1CCCCC1 | 4 | 0.1 | -0.5 | nt | -3 | nt | 2.0 | -0.5 | 0.6 | -2 | 6
Clc1ccccc1CONc1ncnc2nonc12 | 1 | 0.6 | 4.6 | 4.4 | 0 | -1.4 | 2.2 | -1.2 | 0.5 | -9 | -4
CCCn1c(SCC(=O)Nc2nc3c(s2)CCCC3)nc2c1c(=O)n(C)c(=O)n2C | -2 | 0.0 | 0.7 | -4.0 | -2 | -0.2 | -1.3 | -1.6 | -0.4 | -6 | 9
C#CCOC(=O)C[N+](C)(C)CC=C | -2 | -0.2 | 0.4 | 1.3 | 1 | 0.4 | -0.3 | -0.7 | -0.3 | 2 | 3
COc1ccc(CN2CCNC(=O)C2CC(=O)NC2CCCCCC2)cc1C (stereo unspecified) | -5 | 0.4 | -1.0 | 2.5 | 5 | -0.2 | 0.5 | -1.2 | -0.2 | -1 | -3
Cc1ccccc1NC(=O)NC1CCCc2ccccc21 (stereo unspecified) | -1 | 0.2 | 1.5 | -0.8 | 2 | -0.5 | 1.1 | -1.4 | 0.6 | -3 | 1
O=C(Cc1cccs1)N1CCN=C1SCc1ccccc1F | 2 | 0.4 | -2.1 | 1.2 | -2 | 2.6 | -1.8 | -1.8 | 0.1 | 1 | 0
C1CCCC(N2CCNCC2)CC1 | 1 | -0.1 | 1.0 | -3.4 | 5 | 0.9 | -1.7 | -1.5 | -0.5 | 6 | -5
CCN(CC(=O)Nc1c(F)cccc1F)C(=O)c1ccc(=O)[nH]c1 | -2 | -0.2 | -0.6 | 0.7 | 0 | 0.9 | -0.5 | -1.2 | 0.7 | 1 | -1

Taken from above:
FXN GAA850 act with O=c1c2sc(-c3ccccc3)cc2nc2n1CCC2 reads 0.2
proKLK7 act with O=C(NCCc1ccccc1)C1CCCN(c2cnccn2)C1 (stereo unspecified) reads -0.7
sPLA2-III inh with COc1ccc(CN2CCNC(=O)C2CC(=O)NC2CCCCCC2)cc1C (stereo unspecified) reads -3
DAX1 inh-1 with CC(=O)c1ccc(OCCCC(=O)NC2=NCCS2)cc1 reads 0.7

The listing picks up, repeating the 2 entries before the break.
SMILES | GC-A act | proKLK7 act | hgDAF12 agonist | FXN GAA850 act | SMARCA2 act | DAX1 inh-1 | hcDAF12 agonist | ssDAF12 agonist | DAX1 inh-2 | NPR2 activator | sPLA2-III inh
C1CCCC(N2CCNCC2)CC1 | 1 | -0.1 | 1.0 | -3.4 | 5 | 0.9 | -1.7 | -1.5 | -0.5 | 6 | -5
CCN(CC(=O)Nc1c(F)cccc1F)C(=O)c1ccc(=O)[nH]c1 | -2 | -0.2 | -0.6 | 0.7 | 0 | 0.9 | -0.5 | -1.2 | 0.7 | 1 | -1
COC(=O)[C@]12C[C@H](CC(=O)NCc3cccs3)C(=O)N(CCC3=CCCCC3)C1=C[C@H](C(C)C)O[C@@H]2C1CC1 | -3 | -0.4 | 2.8 | nt | -6 | nt | 1.1 | -1.6 | -1.2 | -3 | -6
COc1ccc(C(=O)N2CCC(n3c(C)nc4cc(F)ccc43)CC2)cc1OC | 0 | 0.1 | 1.0 | -2.4 | 0 | 1.0 | -2.5 | -1.3 | -0.7 | -4 | -1
COc1ccc(Br)cc1C=NNS(=O)(=O)c1ccc(C)cc1 | 4 | -0.1 | -3.6 | -1.6 | 2 | 1.0 | -1.8 | -1.0 | 0.2 | -2 | -10
CCOc1ccc(N(CC(=O)N2CCN(C(=O)CN(c3ccc(OCC)cc3)S(C)(=O)=O)CC2)S(C)(=O)=O)cc1 | 1 | -0.3 | -0.3 | 2.5 | 1 | -1.1 | -0.7 | -1.3 | -0.3 | 6 | 4
COc1ccc(C(C(=O)NCC2CCCO2)N(C(=O)CNC(=O)c2ccco2)c2cc(C)cc(C)c2)cc1OC (stereo unspecified) | 0 | 0.4 | -3.5 | 0.3 | 3 | -0.4 | 0.7 | -0.7 | 0.1 | -3 | -2
O=C(CNC(=O)c1cc2ccccc2o1)NCc1cccs1 | 1 | -0.7 | 1.4 | 7.2 | 0 | 1.2 | -0.2 | -1.2 | -0.9 | 1 | 7
Cc1ccc(C(=O)NC2CC(C)(C)NC(C)(C)C2)c(C)c1 | 1 | 0.8 | 1.2 | 0.1 | -2 | -0.5 | -1.7 | -1.1 | -0.1 | 0 | 3
COc1ccc(N2CCN(CC(O)COc3ccc(F)cc3)CC2)cc1 (stereo unspecified) | 4 | -0.2 | 0.8 | 2.0 | -1 | -0.8 | -1.7 | -1.0 | 0.2 | 1 | 7
Cc1noc(C)c1NC(=O)N(C)C[C@H]1OCCCC[C@@H](C)Oc2ccc(NC(=O)Nc3ccc(F)cc3)cc2C(=O)N([C@@H](C)CO)C[C@H]1C | 2 | 0.1 | -0.6 | 0.9 | -5 | 5.1* | -0.8 | -1.8 | 0.5 | 7 | -28
Cc1cc(NC(=O)CN2CCN(c3ncccn3)CC2)no1 | 0 | 0.4 | 0.2 | 1.4 | -1 | -0.3 | -1.9 | -0.7 | 1.0 | 5 | 2
Cc1cc(/C=c2/sc3nc4ccccc4n3c2=O)c(C)n1-c1ccccn1 | 8 | 0.3 | -17 | -16 | -11 | -4.3 | -7.0 | -3.5 | -4.3 | 2 | 1
CCOc1ccc(OCC)c(-c2c(=O)n(OCc3ccccc3C(=O)OC)c3ccccc3[n+]2[O-])c1 | -2 | 0.1 | -2.7 | -6.7 | -11 | 0.8 | 0.4 | -1.3 | -0.5 | 1 | -8
O=C(CSc1ccc(-c2ccco2)nn1)NC1CCCCC1 | 3 | 0.1 | 5.7 | 0.4 | -1 | 0.6 | -1.1 | -1.3 | 0.4 | -1 | -3
COc1cc(/C=N/Nc2ccc(C(=O)O)cc2)cc(OC)c1OC | 1 | 0.2 | 2.7 | 6.1 | 4 | 4.3* | 3.2 | -0.8 | 2.3 | -4 | -10
COc1ccc(NS(=O)(=O)c2cccc(C(=O)NCC(c3ccc(OC)cc3)N3CCOCC3)c2)cc1 (stereo unspecified) | -1 | 0.3 | -1.3 | -2.4 | 1 | -0.7 | -0.6 | -0.8 | -0.6 | 3 | -14
c1ccc(-c2ncc3c(ccc4ccccc43)n2)cc1 | 3 | 0.5 | 17* | 1.9 | 9.1* | 4.1 | 23* | 3.6* | 6.3* | -4 | -6
COc1ccc(CCNC(=O)CCCn2c(SCC#N)nc3ccccc3c2=O)cc1OC | -1 | 0.0 | 0.5 | -2.8 | -1 | -0.8 | 1.9 | -0.8 | -0.1 | 1 | -1
C/C(=N/N1CCN(c2ccccn2)CC1)c1ccc([N+](=O)[O-])cc1 | 2 | -0.1 | 5.9 | 1.9 | 3 | 2.2 | 0.3 | -0.7 | 0.5 | 6 | 8
CCOc1ccccc1CNS(=O)(=O)c1cc(-c2cc(C)no2)ccc1OC | 0 | 0.3 | -1.4 | -1.2 | -2 | -0.1 | -0.3 | -0.5 | -0.4 | 2 | -5
O=C(Nc1ccc(F)cc1F)c1cccnc1 | 0 | -0.5 | -1.5 | 0.1 | -4 | -0.5 | -1.8 | -0.6 | -0.3 | -3 | 6
CCCCNC(=O)CSc1nc2ccccc2c(=O)n1CCNC(C)=O | 3 | 0.2 | -0.1 | -0.6 | 0 | -0.1 | 0.8 | -0.9 | 0.8 | 4 | 0
Cc1cccc(C(CC(=O)N2CCCCC2)c2ccccc2)c1O (stereo unspecified) | -23 | -0.9 | -0.8 | 0.7 | -2 | 0.3 | -1.8 | -1.2 | -0.8 | -14 | -5
CCN(CC)c1nc(-c2ccccc2)ncc1S(=O)(=O)c1ccc(C)cc1 | 0 | 0.1 | 0.9 | 1.1 | -5 | 0.5 | 0.1 | -1.6 | -0.5 | -2 | -4
Cc1ccc(C(=O)N(NC2=NS(=O)(=O)c3ccccc32)S(=O)(=O)c2ccc(C)cc2)cc1 | 1 | 0.2 | -0.6 | 0.6 | -1 | 1.0 | 0.1 | -0.9 | 0.6 | 5 | -27
OCCCn1c(CCNc2nc(-c3ccc(F)cc3)cs2)nc2cc(C(F)(F)F)ccc21 | -4 | 0.0 | -4.6 | 1.9 | -1 | 0.6 | -1.1 | -1.6 | -0.1 | -18 | -10
Cc1ccc(C(O)c2nc3ccccc3n2C(C)C)cc1 (stereo unspecified) | -1 | 0.4 | 1.9 | -0.5 | -4 | -0.6 | -0.8 | -1.3 | -0.9 | 0 | -5
